RTF Ca sens inh – cardiac RTF calcium desensitization; P19429+P45379; IANBD-labeled cardiac RTF, Ca2+ fluorescence; inhibition, % at 7.15 µM; 340,000 compounds, 0.12% hits;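 active means inhibition above the mean inhibition of all tested compounds plus 3 SD, cut at about 17% in these data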;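 further: assay run at fixed EC70 calcium of 1.6 mM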
CAL PDZ FP-1 – blocks peptide binding to human CAL PDZ domain; inhibition, % at 20 µM; AID 504414; purified CAL PDZ, TMR-peptide fluorescence polarization, 1 h; 330,000 compounds, 0.02% hits;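 active means highest replicate inhibition of at least 40%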;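 further: plate controls were DMSO neutral control wells for no effect and unlabeled competitor peptide control wells for full effect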
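Test system: tagged CAL PDZ domain / Buffer or medium: sodium phosphate/NaCl buffer pH 7.4 with TCEP, IgG, Thesit / Reagent: TMR-labelled reporter peptide T*-PRC34 bound in PDZ groove / Compound dosing: single point, 20 µM / Schedule: 1 h incubation at room temperature before polarization reading / Technique: fluorescence polarization (mP) / Benchmarks: unlabelled peptide, DMSO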
CAL PDZ FP-2 – CAL PDZ (human) peptide binding inhibition; Q9HD26; purified CAL PDZ, TMR-peptide fluorescence polarization, 1 h; inhibition, % at 24.9 µM; 300,000 compounds, 0.92% hits; AID 602252;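 active means mean inhibition of at least 30% with at least half of replicates also reaching 30%; inconclusive means no clear call, values can overlap the other calls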;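 further: 0% = DMSO neutral control and 100% = excess unlabeled competitor peptide PRC23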
SR-BI DiI-HDL act – enhances SR-BI lipid uptake from DiI-HDL | CHO ldlA[mSR-BI] cells, DiI-HDL uptake fluorescence, 3 h; 100 = double the neutral-control signal | activation, % at 12.5 µM | 320,000 compounds, 0.096% hits | AID 504775;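 active means mean replicate activation of at least 60% and every replicate at or above 60%; inconclusive means mean or all-replicate condition met, but not both; inactive means mean below 60% and not all replicates reaching 60%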;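 further: 0% = median plate neutral-control signal and 100% = twice that signal; values of inactives mirror those of a sister screen read the other way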
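Test system: SR-BI-overexpressing, LDLR-lacking CHO cells; Also added: labelled HDL, 10 µg/mL; Measured by: bottom-read cell fluorescence after medium removal, ex 550/em 595 nm; Timing: 3 h uptake period with compound, 37 °C; Buffer or medium: F12, 0.5% BSA, 25 mM HEPES; Doses: single compound concentration, delivered by pin transfer.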
cardiac RTF act – increases calcium sensitivity of human cardiac regulated thin filaments; P19429+P45379; IANBD-labeled TnC RTF fluorescence at EC20 calcium; 0% EC20 calcium, 100% full calcium; activation, % at 7.2 µM; 340,000 compounds, 0.24% hits;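 active means activation above the mean over all tested compounds plus 3 SD, cut at about 30% in these data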;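 further: rise in fluorescence read as greater calcium sensitivity of cardiac thin filaments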
DAGLB inhibitor – diacylglycerol lipase beta (human) inhibition | Q8NCG7 | HEK293T DAGLB membrane lysate, EnzChek fluorogenic substrate | inhibition, % at 5.17 µM | 340,000 compounds, 0.059% hits | AID 504411; in the data active means inhibition above about 34%;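 further: 0% = enzyme with vehicle and 100% = wells lacking enzyme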
Target sequence (Q8NCG7 whole entry, looked up): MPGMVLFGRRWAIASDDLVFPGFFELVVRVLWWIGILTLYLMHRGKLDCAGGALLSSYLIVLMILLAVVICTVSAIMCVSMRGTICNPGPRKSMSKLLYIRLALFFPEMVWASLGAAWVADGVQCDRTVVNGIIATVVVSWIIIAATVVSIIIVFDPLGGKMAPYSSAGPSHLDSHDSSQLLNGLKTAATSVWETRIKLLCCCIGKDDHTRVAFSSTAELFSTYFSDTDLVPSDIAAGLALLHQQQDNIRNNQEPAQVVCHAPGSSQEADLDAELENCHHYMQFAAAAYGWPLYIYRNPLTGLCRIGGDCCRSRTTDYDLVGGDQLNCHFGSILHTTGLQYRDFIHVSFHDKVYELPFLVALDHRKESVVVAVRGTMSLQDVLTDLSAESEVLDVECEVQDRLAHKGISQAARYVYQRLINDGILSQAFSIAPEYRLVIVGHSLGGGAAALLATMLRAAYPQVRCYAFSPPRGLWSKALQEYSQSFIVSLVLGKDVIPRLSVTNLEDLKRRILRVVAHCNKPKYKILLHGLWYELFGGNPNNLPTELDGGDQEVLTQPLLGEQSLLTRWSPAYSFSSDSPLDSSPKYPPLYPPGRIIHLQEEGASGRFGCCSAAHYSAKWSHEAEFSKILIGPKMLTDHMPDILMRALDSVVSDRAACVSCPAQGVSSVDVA
LANA DNA inh – KSHV C-LANA DNA binding inhibition | MBP-C-LANA/FAM-LBS DNA binding, fluorescence polarization | inhibition, % at 9 µM | 340,000 compounds, 0.078% hits | AID 504423;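 active means highest replicate inhibition at or above 60% at 9 µM, even if other replicates fall short; inactive means all replicates below 60% inhibition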;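 further: 0% = neutral control wells and 100% = 4 µM acridine orange control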
Rtt109 HAT inh – inhibitors of Candida albicans Rtt109/Vps75 histone acetyltransferase; purified Rtt109/Vps75, ThioGlo CoA-SH fluorescence, 4 h; AID 540336; inhibition, % at 34.9 µM; 330,000 compounds, 0.16% hits;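 active means inhibition of at least 50% in every replicate; inconclusive means best replicate reaches 50% inhibition but some replicates fall short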
Target sequence (Q5AAJ8 whole entry, looked up): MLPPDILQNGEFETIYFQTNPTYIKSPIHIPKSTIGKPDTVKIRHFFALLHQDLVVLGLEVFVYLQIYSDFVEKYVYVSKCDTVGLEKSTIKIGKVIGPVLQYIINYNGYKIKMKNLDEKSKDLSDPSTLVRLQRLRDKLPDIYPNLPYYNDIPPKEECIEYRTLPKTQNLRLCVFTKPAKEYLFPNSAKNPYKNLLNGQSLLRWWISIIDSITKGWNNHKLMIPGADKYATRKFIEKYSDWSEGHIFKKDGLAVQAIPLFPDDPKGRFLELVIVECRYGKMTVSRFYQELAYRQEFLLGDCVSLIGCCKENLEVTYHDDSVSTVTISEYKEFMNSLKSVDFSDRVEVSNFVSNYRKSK
Keap1-Nrf2 PPI – disrupts human Keap1 binding to Nrf2 peptide; Keap1 Kelch-Nrf2 peptide fluorescence polarization, 1536-well; inhibition, % at 9.4 µM; 340,000 compounds, 0.15% hits; in the data active means inhibition above about 12%; inconclusive means no clear call, values can overlap the other calls; inactive means below about 7.3%;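 further: human Keap1 Kelch domain with fluorescein labeled Nrf2 9mer peptide probe; 0% = neutral control wells and 100% = peptide positive control; higher means more block of Keap1 binding to Nrf2 peptide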
PKA-R2B activ – activates the human PKA-R2B holoenzyme complex; P22694+P31323; PKA-R2B holoenzyme dissociation, Cy5-IP20 fluorescence polarization; R2B truncated from residue 108, S112A mutant; 0% DMSO only, 100% 113 µM cGMP; activation, % at 11.4 µM; 340,000 compounds, 0.079% hits;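 active means activation above a cutoff set at the mean over all compounds plus 3 SD, cut at about 18% in these data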;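 further: higher means more holoenzyme dissociation and a rise in polarization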
An asterisk follows results filed as active; ? = inconclusive; / = no result given; & = joins results of further samples.

SMILES	RTF Ca sens inh	CAL PDZ FP-1	CAL PDZ FP-2	SR-BI DiI-HDL act	cardiac RTF act	DAGLB inhibitor	LANA DNA inh	Rtt109 HAT inh	Keap1-Nrf2 PPI	PKA-R2B activ
O=c1c2ccccc2[nH]c(=S)n1-c1ccc(Br)cc1	-5.6	0.5	-4.0	-10.8	-7.7	-2.5	-0.4	-0.3	0.9	9.7
CN1Cc2cccnc2N(C)Cc2cc(Cl)ccc21	1.6	1.7	-4.4	-28.2	-0.7	0.1	-0.5	-0.4	-2.9	-12.4
CN1OC[C@@H]2COc3ccc4ccccc4c3[C@@H]21	1.2	-2.1	-3.2	17.2	0.5	1.4	0.6	-3.5	-5.9	-9.0
c1cc2c(cc1CN1CCNCC1)OCO2	4.2	-1.1	-15.4	26.5	-1.5	0.1	-1.8	-4.8	-3.1	-9.5
CN(C)CCSCc1nnc2n1-c1ccc(Cl)cc1C(c1ccccc1Cl)=NC2	-1.9	1.1	6.3	/	-7.0	1.7	-0.5	6.2	-1.9	-11.8
COC(=O)C1=C(c2cccc(OCc3ccccc3)c2)C[C@@H]2CC[C@H]1N2C(=O)NCc1ccc(N(C)C)cc1	-6.0	-2.4	-3.4	-6.1	-2.3	-3.1	0.6	-2.9	-3.6	-8.9
CCN1CCN(C(=O)Cc2coc3cc(C)cc(C)c23)CC1	4.5	-0.3	-1.2	-16.8	-7.4	-0.2	1.1	-8.5	-5.5	-4.5
C=Cc1cc(OC)c2c(c1)c(=O)oc1c2cc(OC)c2c(O)ccc(C3OC(C)C(O)C(C)(O)C3O)c21 (stereo not drawn)	1.3	-0.6	-2.2	-15.1	-3.5	2.8	2.1	4.1	-1.2	-10.3
CC(C)CN(CC(C)C)C(=O)C1C2c3ccccc3C(c3ccccc32)C1C(=O)O (stereo not drawn)	5.9	0.5	/	17.4	7.2	0.2	1.5	15.1	-4.1	-8.4
COC1=CC(=O)O[C@@H](/C=C/c2ccccc2)C1	0.3	1.2	-0.9	4.6	15.2	3.3	-0.4	8.8	-4.1	0.9
COC(=O)C1=C(c2cccc(OC)c2OC)C[C@@H]2CC[C@H]1N2C(=O)NCCNC(C)=O	-2.0	0.8	2.0	8.2	-1.1	2.7	-0.2	-1.0	2.3	-10.6
COC(=O)C1=C(c2ccc(F)cc2OCc2ccccc2)C[C@@H]2CC[C@H]1N2C(=O)NC1CCN(Cc2ccccc2)CC1	-7.7	-1.9	0.9	-3.1	2.9	3.9	-0.9	-0.5	-8.7	-2.2
C=CCn1c(O)c(C(C)=Nc2cccc(C(=O)O)c2)c(=O)[nH]c1=O	2.1	-0.7	2.9	/	2.9	-5.2	0.5	-1.4	-3.7	0.3
COc1cc2nc(N3CCN(C(=O)C4CCCO4)CC3)nc(N)c2cc1OC (stereo not drawn)	0.3&-1.7	-0.4&-0.9	-4.0&-11.7	21.5&2.3	1.7&-8.4	2.6&3.9	-1.2&-0.7	5.7&3.8	-6.7&-3.2	-0.3&-3.3
COc1ccccc1Sc1ccccc1CC(C)N (stereo not drawn)	-20.7	-0.1	-3.8	18.3	3.7	0.5	-5.2	1.6	-4.7	-9.9
C[n+]1c(-c2ccccc2)cc(-c2ccc(Cl)cc2)cc1-c1ccccc1	2.1	-0.3	-2.0	-42.2	-0.3	-0.7	0.7	-0.3	-1.3	-4.8
COc1ccccc1NC(=O)COC(=O)c1cc(C)n(C2CC2)c1C	-6.8	0.0	4.2	12.3	-6.3	-2.3	-1.6	-1.0	-1.1	-14.7
Cc1cc(-c2ccc(N)c(C)c2)ccc1N	-0.9	-0.3	-5.6	-28.8	-7.0	-1.2	0.1	0.5	-6.1	2.1
COC(=O)C1=C(c2c(C)noc2C)C[C@@H]2CC[C@H]1N2C(=O)NCc1ccco1	-12.7	-0.9	1.1	8.6	-0.2	2.0	1.7	8.8	0.1	-3.7
O=C(Nc1ccc(OC(=O)N2CCCC2)cc1)N1CCOCC1	-7.1	0.5	3.2	43.8	-3.8	-0.9	0.8	-4.7	-5.6	0.9
O=C(CF)NC(NC(=S)Nc1ccccc1O)C(Cl)(Cl)Cl (stereo not drawn)	-6.7	-1.0	-0.9	1.2	6.1	3.0	10.6	39.9	-2.9	-17.0
Clc1ccc(C2N3CCCN23)c(Cl)c1 (stereo not drawn)	6.8	-0.9	-2.4	-2.8	-1.6	-2.3	1.1	-9.4	0.8	-3.9
Cc1cccc(C(O)(C(=O)NNC(=O)CN2CCN(C)CC2)c2cccc(C)c2)c1	-6.8	-2.5	0.9	15.5	-3.0	-3.2	-1.1	4.5	?	-2.1
CCCn1c(C)cc(C=O)c1C	-9.6	-2.5	13.0	-8.0	-1.3	1.4	0.0	-5.1	-3.0	-7.9
COc1ccc(-c2nc3ccccc3c(=O)o2)cc1	-5.4	-2.3	-4.2	18.4	0.0	-2.1	-1.0	2.2	2.4	-7.2
Cc1cc(C)nc(NS(=O)(=O)c2ccc(N=Cc3c(O)n(C)c(=O)n(C)c3=O)cc2)n1	/	1.3	0.3	2.5	/	/	-0.1	-1.4	-7.8	/
O=C1NC(=O)N(Cc2ccco2)C(=O)/C1=C/c1ccc(-c2cccc([N+](=O)[O-])c2)o1	14.2	-0.1	4.3	-14.2	-13.0	28.2	7.4	-5.9	2.4	-1.3
C=CCn1c(O)c(C(C)=NC(C)c2ccccc2)c(=O)[nH]c1=O (stereo not drawn)	0.5	0.3	-4.7	1.1	-2.7	2.5	-0.5	-4.9	0.3	6.7
CC1CN=C(NCc2ccc(F)cc2)S1 (stereo not drawn)	1.1	-1.5	-1.2	13.8	4.7	-1.8	-0.8	/	-0.4	-3.2
COC(=O)C1C2c3ccccc3OC1(C)N=c1s/c(=C/c3cn(C)nc3C)c(=O)n12 (stereo not drawn)	-14.5	-0.8	-3.8	-14.6	2.9	-1.5	0.9	-13.0	-0.8	0.0
CC/C(=N\NC(=O)c1ccccc1O)c1c(O)n(C2CCCCC2)c(=O)[nH]c1=O	-1.9	-1.9	-4.2	-70.0	-0.4	14.9	-0.3	19.0	4.2	-9.5
COC(=O)C1=C(c2ccc(C(C)=O)cc2)C[C@@H]2CC[C@H]1N2C(=O)NCCO	6.0	0.6	-0.1	22.1	1.5	-1.5	0.7	-1.2	-1.1	-1.7
Cc1cc(C=O)c(C)n1CC1CCCO1 (stereo not drawn)	-6.5	-1.3	0.1	-2.9	-1.3	0.1	0.3	1.4	-5.9	-6.2
O=C(C1CC(=O)N(C2CCCCCCC2)C1)N1CCC2(CC1)OCCO2 (stereo not drawn)	-3.7	0.4	-7.6	16.7	3.3	-2.6	0.2	-7.1	5.8	-3.5
CN(C)C(=O)On1c(-c2ccccc2)nc2ccc(Cl)cc21	-9.1	-0.6	0.9	12.5	-4.3	-0.5	1.9	5.2	-2.8	7.2
O=C(c1ccc(-c2ccccc2)cc1)C1CCCN(Cc2ccn[nH]2)C1 (stereo not drawn)	9.1	-3.1	-2.7	-9.7	4.4	0.2	-0.1	-14.4	-1.8	0.3
C=C(COC(=O)CCC(=O)O)CC1CC(O)[C@]2(C)OC3CC4OC5C[C@]6(C)O[C@]7(C)CCC8OC9C[C@]%10(C)OC%11C(C)=CC(=O)OC%11CC%10OC9C[C@@H](C)C8OC7CC6O[C@]5(C)C/C=C\C4OC3CC2O1 (stereo partly drawn)	3.6	0.2	-1.0	14.8	-3.2	-3.0	-0.4	?	2.4	-10.8
Cc1cc(S(=O)(=O)NCC(C)C)ccc1OCC(=O)N1CCN(Cc2ccccc2)CC1	2.6	0.0	7.6	-50.4	-1.9	-2.1	0.3	-0.3	-4.2	-7.2
COc1ccc(CN2C(=O)CC(=O)NC2=O)cc1	-4.7	-0.4	-4.4	27.6	0.1	5.2	-0.4	0.4	-13.3	-5.8
CC12CC[C@H]3[C@@H](CCC4(O)C[C@H](O)CCC34/C=N/NC(=O)c3ccccc3Cl)C1(O)CCC2C1=CC(=O)OC1 (stereo partly drawn)	6.0	-2.7	-1.4	/	-3.8	-2.6	2.8	-6.0	4.7	-2.3
Cc1c(C=O)c2ccccc2n1Cc1ccccc1F	-2.3	0.4	-0.6	1.5	-0.3	-2.2	0.4	-3.1	1.1	-2.3
Cc1ccsc1-c1nc(CSCC(=O)N2CCC3(CC2)OCCO3)c(C)o1	-5.2	-3.0	-20.2	-28.8	12.8	1.4	0.4	-28.5	-9.2	-18.4
CN(C)C(=O)Oc1ccc(Cl)c2cccnc12	-19.3	-0.2	-5.2	7.5	6.8	0.1	0.0	-2.9	-3.7	5.4
COC(=O)C1=C(c2ccc(F)cc2F)C[C@@H]2CC[C@H]1N2C(=O)NCCOc1ccccc1Cl	-1.2	-0.2	2.1	-13.4	-1.1	0.0	-2.6	-5.1	-6.2	-5.8
O=[N+]([O-])c1ccc(C2[C@H]3C(c4ccccc4)=NC4(CCCCC4)N23)cc1 (stereo partly drawn)	-7.7	0.1	8.5	-5.3	3.7	-10.8	-1.5	3.6	-4.5	12.8
CNC(=O)OCCc1n(C)cc[n+]1C	2.5	-0.5	/	24.4	-3.5	-0.9	-0.3	-1.8	1.7	6.9
CC(C)(C)C(=O)O[C@H]1CC[C@@]2(C)C(=CC(=O)C3C2CC[C@]2(C)C(=O)CCC32)C1 (stereo partly drawn)	-1.0	-0.4	84.9*	-15.3	-0.8	-0.4	-0.9	-7.8	-4.2	-0.9
O=C(NC1CN2CCC1CC2)c1ccc(-c2ccc([N+](=O)[O-])cc2)o1 (stereo not drawn)	-10.7	-1.7	1.0	4.9	4.4	0.9	-1.4	25.1	-3.2	-4.5
O=[N+]([O-])c1ccc(C2C3C(c4ccccc4)=NC4(CCCC4)N32)cc1 (stereo not drawn)	-2.6	-1.1	-2.3	16.2	-0.8	-2.2	-0.6	/	-3.0	1.9

Screening results from PubChem.

Not all compounds are listed; rates above refer to the full screens.
